# Assay outcomes deposited in PubChem BioAssay by Broad Institute.
# PRC2 inh: blocks human EZH2/PRC2 H3K27 methylation; Q15910; DELFIA TRF, 1 h; inhibition, % at 12.5 µM; 0.35% of 57,000 active;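 active means mean inhibition of replicates at least 50% and every single replicate also reaching 50%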;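 further: dimethyl H3K27 on biotinylated H3 21-44 peptide detected by antibody; plate controls were median neutral control wells for no effect and median positive control wells for full effect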
# Target sequence (Q15910 whole entry, looked up): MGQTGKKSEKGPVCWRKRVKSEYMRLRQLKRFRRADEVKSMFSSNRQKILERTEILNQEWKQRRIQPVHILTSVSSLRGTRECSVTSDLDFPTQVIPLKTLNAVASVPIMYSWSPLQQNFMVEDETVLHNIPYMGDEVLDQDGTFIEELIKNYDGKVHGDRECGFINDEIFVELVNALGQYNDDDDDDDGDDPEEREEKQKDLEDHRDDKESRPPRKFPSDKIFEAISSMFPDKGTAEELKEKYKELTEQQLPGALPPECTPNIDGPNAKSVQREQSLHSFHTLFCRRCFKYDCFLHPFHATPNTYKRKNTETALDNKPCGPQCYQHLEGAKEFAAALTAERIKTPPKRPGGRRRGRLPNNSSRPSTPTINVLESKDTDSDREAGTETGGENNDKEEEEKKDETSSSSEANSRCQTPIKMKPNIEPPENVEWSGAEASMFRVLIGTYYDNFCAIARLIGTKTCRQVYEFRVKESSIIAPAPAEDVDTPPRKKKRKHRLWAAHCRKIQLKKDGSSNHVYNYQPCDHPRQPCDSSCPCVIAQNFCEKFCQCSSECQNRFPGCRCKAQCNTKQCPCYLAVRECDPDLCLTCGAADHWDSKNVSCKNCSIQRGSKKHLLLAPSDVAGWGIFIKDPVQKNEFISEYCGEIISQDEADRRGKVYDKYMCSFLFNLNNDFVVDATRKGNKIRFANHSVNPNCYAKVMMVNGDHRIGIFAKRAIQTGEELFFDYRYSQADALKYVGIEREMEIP
# IDH1 R132H inh: IDH1 R132H (human) inhibition. O75874. AID 624101. inhibition, % at 10 µM. IDH1 R132H reductase, diaphorase/resazurin fluorescence, 60 min. 0.18% of 70,000 active; in the data active means inhibition above about 34%;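 further: 0% = DMSO and 100% = no enzyme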
# * marks the source's active call; other numbers are inactive results; nt = no result given.
compound | PRC2 inh | IDH1 R132H inh
C[C@@H]1CN([C@H](C)CO)C(=O)c2cccc(NC(=O)C3CCOCC3)c2O[C@H]1CN(C)Cc1ccc2c(c1)OCO2 | 5 | -0.4
Cc1cc(NC(=O)C(=O)NCc2cccnc2)ccc1Br | -1 | 0.3
C[C@@H]1CN([C@H](C)CO)C(=O)Cc2cc(NC(=O)CCN3CCOCC3)ccc2O[C@H]1CN(C)S(C)(=O)=O | 3 | 2.5
O=C(CSC1CC(=O)N(c2ccc(Cl)cc2)C1=O)Nc1cccc(F)c1 (stereo not drawn) | -11 | 0.0
C=CC[C@]1(C(=O)OC)N=C(c2ccc(OCCCO)cc2)O[C@H]1c1ccccc1 | 7 | -0.3
CCCC(=O)Nc1ncnc2c1ncn2C1OC2COP(=O)(O)OC2C1OC(=O)CCC (stereo not drawn) | nt | 0.1
C[C@H](CO)N1C[C@H](C)[C@@H](CN(C)CC2CC2)OCCCC[C@H](C)Oc2ccc(NC(=O)NC3CCCCC3)cc2C1=O | nt | 2.5
C/C=C/c1ccc2c(c1)O[C@@H](CN(C)CC1CCOCC1)[C@@H](C)CN([C@H](C)CO)S2(=O)=O | -13 | 1.1
C[C@H](CO)N1C[C@H](C)[C@@H](CN(C)Cc2ccc3c(c2)OCO3)Oc2c(NC(=O)c3ccc(-c4nccs4)cc3)cccc2C1=O | nt | -0.9
CN(C)CC(=O)Nc1ccc2c(c1)[C@@H]1C[C@@H](CC(=O)NCc3ccncc3)O[C@@H](CO)[C@@H]1O2 | 3 | -0.1
Cc1noc(C)c1NC(=O)N(C)C[C@H]1Oc2ccc(NC(=O)Nc3ccc(C(F)(F)F)cc3)cc2C(=O)N([C@H](C)CO)C[C@H]1C | nt | 1.2
CCNC(=O)C[C@@H]1CC[C@H](NS(=O)(=O)c2ccc(F)cc2)[C@@H](CO)O1 | 11 | 0.0
Cn1cc(CNC(=O)c2cc(-c3ccncc3)nc3ccc(Br)cc23)cn1 | -19 | 0.6
C[C@@H]1CN([C@H](C)CO)C(=O)c2cc(NS(=O)(=O)c3cccs3)ccc2O[C@@H](C)CCCCO[C@@H]1CN(C)C(=O)Cc1ccccc1 | nt | 0.1
O=C(N1CCOCC1)[C@]1(Cc2ccccc2)N=C(c2ccc(OCCCO)cc2)O[C@@H]1c1ccccc1 | 7 | nt
O=C(NC1CCN(Cc2ccccc2)CC1)c1ccc(I)cc1 | -5 | -0.6
C[C@@H]1CN([C@@H](C)CO)C(=O)c2cc(NC(=O)c3ccccc3)ccc2O[C@@H](C)CCCCO[C@H]1CN(C)S(=O)(=O)c1cn(C)cn1 | nt | -3.3
CCC(=O)Nc1ccc2c(c1)OC[C@@H](C)N(Cc1ccccc1)C[C@H](C)[C@@H](OC)CN(C)C2=O | -12 | 0.1
C[C@@H]1CN([C@H](C)CO)C(=O)c2cc(NC(=O)Nc3ccc(C(F)(F)F)cc3)ccc2O[C@@H]1CN(C)Cc1ccncc1 | nt | 0.4
C[C@@H]1CN([C@H](C)CO)C(=O)Cc2cc(NS(=O)(=O)c3cccs3)ccc2O[C@H]1CN(C)CC1CCCCC1 | 1 | -0.7
CN1C(=O)c2ccccc2C(C(=O)NCc2ccco2)C1c1cn(C)c2ccccc12 (stereo not drawn) | -15 | 1.3
C[C@@H]1CN([C@H](C)CO)C(=O)c2cccc(NS(=O)(=O)c3cn(C)cn3)c2O[C@@H]1CN(C)CC1CCCCC1 | -3 | 1.2
C[C@@H]1CN([C@@H](C)CO)S(=O)(=O)c2ccc(C3=CCCCC3)cc2O[C@H]1CN(C)C(=O)C1CC1 | -15 | nt
C/C=C/c1cnc2c(c1)C(=O)N([C@@H](C)CO)C[C@H](C)[C@H](CN(C)S(=O)(=O)c1ccc(C)cc1)O2 | -10 | 0.5
C[C@@H]1CN([C@@H](C)CO)C(=O)c2cc(NC(=O)Nc3ccc(F)cc3)ccc2O[C@@H]1CN(C)S(=O)(=O)c1ccc(Cl)cc1 | -8 | -0.8
COc1ccc(CN(C)C[C@@H]2OCCCC[C@H](C)Oc3ccc(NS(=O)(=O)c4ccccc4)cc3C(=O)N([C@@H](C)CO)C[C@@H]2C)cc1 | nt | -1.9
C[C@@H]1CN([C@@H](C)CO)C(=O)c2cc(NC(=O)CCCN(C)C)ccc2O[C@@H](C)CCCCO[C@@H]1CN(C)Cc1ccncc1 | 1 | 6.8
O=C(N[C@H]1CC[C@@H](CCn2cc(-c3cccnc3)nn2)O[C@@H]1CO)c1ccccc1F | 2 | -0.4
COC(=O)c1c(O)cc(C)cc1Oc1c(O)cc(OC)cc1CO | -23 | 0.8
CCS(=O)(=O)Nc1ccc2c(c1)C(=O)N(C)C[C@@H](OC)[C@@H](C)CN(CC1CCCCC1)[C@H](C)CO2 | -14 | -0.1

# Copied from the list.
# `C[C@@H]1CN([C@H](C)CO)C(=O)c2cc(NS(=O)(=O)c3cccs3)ccc2O[C@@H](C)CCCCO[C@@H]1CN(C)C(=O)Cc1ccccc1` in IDH1 R132H inh has 0.1
# `C[C@@H]1CN([C@@H](C)CO)C(=O)c2cc(NC(=O)CCCN(C)C)ccc2O[C@@H](C)CCCCO[C@@H]1CN(C)Cc1ccncc1` in PRC2 inh has 1
# `O=C(N[C@H]1CC[C@@H](CCn2cc(-c3cccnc3)nn2)O[C@@H]1CO)c1ccccc1F` in PRC2 inh has 2
# `CCC(=O)Nc1ccc2c(c1)OC[C@@H](C)N(Cc1ccccc1)C[C@H](C)[C@@H](OC)CN(C)C2=O` in PRC2 inh has -12
# `C[C@@H]1CN([C@H](C)CO)C(=O)c2cccc(NS(=O)(=O)c3cn(C)cn3)c2O[C@@H]1CN(C)CC1CCCCC1` in IDH1 R132H inh has 1.2
# `COC(=O)c1c(O)cc(C)cc1Oc1c(O)cc(OC)cc1CO` in PRC2 inh has -23

# Next part:
compound | PRC2 inh | IDH1 R132H inh
CO[C@@H]1CN(C)C(=O)c2ccc(NC(=O)c3nc4ccccc4s3)cc2OC[C@@H](C)N(Cc2ccccc2)C[C@H]1C | -13 | -0.6
C[C@H]1CN([C@@H](C)CO)C(=O)c2cc(NC(=O)CCCCCC(=O)Nc3ccccc3N)ccc2O[C@@H]1CN(C)C(=O)Nc1cccc2ccccc12 | 1 | 0.8
COCC(=O)N(C)C[C@@H]1Oc2cc(-c3cncnc3)ccc2S(=O)(=O)N([C@@H](C)CO)C[C@H]1C | -1 | -1.8
COCC(=O)Nc1ccc2c(c1)C(=O)N(C)C[C@@H](OC)[C@@H](C)CN(C(=O)c1ccccc1)[C@H](C)CO2 | -31 | -0.1
COc1cc(S(=O)(=O)NCc2ccccn2)ccc1Br | 0 | 0.0
O=C(C[C@@H]1CC[C@@H](NC(=O)Cc2ccccn2)[C@H](CO)O1)NCCc1ccccc1 | -5 | -0.2
CCCNC(=O)N[C@@H]1CC[C@H](CCn2cc(C3CCCC3)nn2)O[C@@H]1CO | 5 | 0.0
C[C@H](CO)N1C[C@H](C)[C@H](CN(C)CC2CC2)Oc2cc(C#C[C@@H](C)O)ccc2S1(=O)=O | 7 | 2.5
COc1ccccc1C(=O)Nc1ccc2c(c1)C(=O)N(C)C[C@H](OC)[C@H](C)CN[C@@H](C)CO2 | 2 | 0.3
CCCC#Cc1cnc2c(c1)C(=O)N([C@@H](C)CO)C[C@@H](C)[C@H](CN(C)C(=O)C1CC1)O2 | 4 | 0.0
C[C@H](CO)N1C[C@H](C)[C@@H](CN(C)Cc2ccc(C(F)(F)F)cc2)Oc2c(NS(=O)(=O)c3cccs3)cccc2C1=O | -5 | -1.3
C[C@@H]1CN([C@H](C)CO)C(=O)c2cc(C#CCN(C)C)cnc2O[C@H]1CN(C)C(=O)c1ccc(F)cc1 | 5 | -0.3
CC(=O)N(C)C[C@@H]1Oc2ncc(C#Cc3cccnc3)cc2C(=O)N([C@@H](C)CO)C[C@H]1C | -5 | 3.7
C[C@H]1CN([C@@H](C)CO)S(=O)(=O)c2ccc(-c3cncnc3)cc2O[C@H]1CN(C)C(=O)C1CCC1 | 13 | -1.9
Cc1noc(C)c1NC(=O)N(C)C[C@@H]1Oc2ccc(NC(=O)CCCCCC(=O)Nc3ccccc3N)cc2C(=O)N([C@H](C)CO)C[C@@H]1C | 7 | 0.2
COc1cccc(S(=O)(=O)Nc2ccc3c(c2)[C@@H]2C[C@@H](CC(=O)N[C@@H](C)c4ccccc4)O[C@H](CO)[C@@H]2O3)c1 | 6 | -0.7
C[C@@H]1CN([C@@H](C)CO)C(=O)Cc2cc(NC(=O)NC3CCCCC3)ccc2O[C@@H]1CN(C)C(=O)Nc1ccc(F)cc1 | nt | 1.0
CO[C@@H]1CN(C)C(=O)c2cc(NC(=O)c3nc4ccccc4s3)ccc2OC[C@@H](C)NC[C@H]1C | -13 | -0.3
C[C@@H]1CN([C@@H](C)CO)S(=O)(=O)c2ccc(C#CC3CC3)cc2O[C@@H]1CN(C)CC1CC1 | -13 | -0.6
C[C@@H]1CN([C@@H](C)CO)C(=O)Cc2cc(NS(=O)(=O)c3cn(C)cn3)ccc2O[C@H]1CN(C)C | 12 | -0.1
COc1cc(Cl)cc(C(=O)O)c1OCC(=O)O | 8 | 3.3
C[C@@H]1CN([C@@H](C)CO)C(=O)c2cc(C#CC3CC3)cnc2O[C@@H]1CN(C)C(=O)c1ccccc1 | -6 | -0.9
CCCNC(=O)C[C@H]1C[C@H]2c3cc(NC(=O)Nc4ccccc4F)ccc3O[C@H]2[C@@H](CO)O1 | 4 | -0.6
C[C@H](CO)N1C[C@H](C)[C@H](CN(C)CC2CC2)Oc2cc(-c3ccc(F)cc3)ccc2S1(=O)=O | -30 | -0.9
C[C@@H]1CN([C@H](C)CO)C(=O)c2cccc(NC(=O)NC3CCCCC3)c2O[C@@H]1CN(C)S(=O)(=O)c1ccccc1 | 2 | -0.5
CCN(CC(=O)O)S(=O)(=O)c1ccc(Cl)cc1 | 11 | -1.0
C[C@@H]1CN([C@@H](C)CO)C(=O)c2cccc(NS(C)(=O)=O)c2O[C@H]1CN(C)C(=O)Nc1cccc2ccccc12 | -4 | -0.1
CCC(=O)Nc1ccc2c(c1)C(=O)N(C)C[C@@H](OC)[C@H](C)CN(C(=O)C1CC1)[C@@H](C)CO2 | -3 | 0.0
O=C(C[C@H]1C=C[C@H](NS(=O)(=O)c2ccc(F)cc2)[C@H](CO)O1)NC1CCCCC1 | -4 | 0.2
CC(=O)N(C)C[C@H]1Oc2ncc(C#Cc3ccncc3)cc2C(=O)N([C@@H](C)CO)C[C@H]1C | -7 | 14
Cc1cccc(OCC(=O)NC(=S)Nc2ccc(C)cc2O)c1 | 15 | -0.3
O=C(C[C@H]1C=C[C@@H](NC(=O)Nc2ccccc2)[C@H](CO)O1)NCc1cccc(F)c1 | -2 | 0.3
COc1ccc(S(=O)(=O)Nc2ccc3c(c2)CC(=O)N([C@H](C)CO)C[C@@H](C)[C@H](CN(C)CC2CCCCC2)O3)cc1 | nt | 0.9
C[C@H]1CN([C@@H](C)CO)S(=O)(=O)c2ccc(C#CCN(C)C)cc2O[C@@H]1CN(C)C | 22 | 0.4
CC(C)NC(=O)N(C)C[C@@H]1Oc2ncc(C#Cc3ccncc3)cc2C(=O)N([C@H](C)CO)C[C@@H]1C | -16 | 27
Cc1noc(C)c1S(=O)(=O)Nc1ccc2c(c1)C(=O)N([C@H](C)CO)C[C@@H](C)[C@@H](CN(C)Cc1ccc(C(F)(F)F)cc1)OCCCC[C@H](C)O2 | nt | 4.4
CC1OC(OC(=O)C2=CC3(O)CC(C)(C)CC34C(C)CCC24)C(O)C(O)C1O (stereo not drawn) | nt | 0.3
C[C@@H]1CN([C@@H](C)CO)C(=O)Cc2cc(NS(=O)(=O)c3ccc(F)cc3)ccc2O[C@H]1CN(C)Cc1ccccc1 | -10 | 0.8
O=C(C[C@@H]1CC[C@H](NC(=O)c2ccccn2)[C@@H](CO)O1)NCc1cccc(F)c1 | 8 | -0.2
CNC[C@@H]1Oc2ncc(C3=CCCCC3)cc2C(=O)N([C@H](C)CO)C[C@@H]1C | 10 | 2.2
Cc1noc(C)c1NC(=O)NCC[C@H]1CC[C@@H](NC(=O)c2ccccc2)[C@H](CO)O1 | 10 | 0.3
O=C(C[C@@H]1C[C@@H]2c3cc(NC(=O)Nc4ccc(C(F)(F)F)cc4)ccc3O[C@@H]2[C@@H](CO)O1)NCCc1ccccc1 | -10 | -0.1
COCc1cn(CC[C@@H]2CC[C@H](NC(=O)Nc3ccc(OC)cc3)[C@@H](CO)O2)nn1 | -2 | 0.1
Cc1noc(C)c1S(=O)(=O)Nc1ccc2c(c1)C(=O)N([C@@H](C)CO)C[C@@H](C)[C@H](CN(C)C)OCCCC[C@H](C)O2 | nt | 2.9
COc1ccc([Si](C)(C)[C@@H]2[C@@H](CCO)O[C@]3(C(=O)N(Cc4ccccc4)c4ccc(NC(C)=O)cc43)[C@H]2C)cc1 | 9 | nt
Cc1ccccc1-c1ccc2c(c1)O[C@H](CN(C)C(=O)c1ccccn1)[C@@H](C)CN([C@H](C)CO)S2(=O)=O | 8 | 0.2
Cc1noc(C)c1NC(=O)Nc1ccc2c(c1)C(=O)N([C@H](C)CO)C[C@H](C)[C@H](CN(C)Cc1ccncc1)OCCCC[C@H](C)O2 | nt | 4.2
C[C@H]1CN([C@@H](C)CO)C(=O)Cc2cc(NS(=O)(=O)c3ccc(Cl)cc3)ccc2O[C@@H]1CN(C)CC1CCCCC1 | -16 | -1.3
COCC(=O)Nc1ccc2c(c1)OC[C@@H](C)N(CCC(F)(F)F)C[C@H](C)[C@H](OC)CN(C)C2=O | 8 | -0.1
C[C@@H]1CN([C@@H](C)CO)C(=O)Cc2cc(NS(=O)(=O)c3cccs3)ccc2O[C@@H]1CN(C)Cc1ccc(-c2ccccc2)cc1 | nt | -0.3
C[C@H](CO)N1C[C@H](C)[C@@H](CN(C)S(=O)(=O)c2ccc(Cl)cc2)OCCCC[C@H](C)Oc2ccc(NC(=O)CCCN(C)C)cc2C1=O | nt | 3.2

# Compounds shown so far with bromine:
compound | PRC2 inh | IDH1 R132H inh
Cc1cc(NC(=O)C(=O)NCc2cccnc2)ccc1Br | -1 | 0.3
Cn1cc(CNC(=O)c2cc(-c3ccncc3)nc3ccc(Br)cc23)cn1 | -19 | 0.6
COc1cc(S(=O)(=O)NCc2ccccn2)ccc1Br | 0 | 0.0

# The list is partial. The share of hits here may be higher or lower than overall.
